Assay outcomes deposited in PubChem BioAssay by NMMLSC.
Cdc42 wt GTP: modulators of GTP binding to wildtype Cdc42, primary screen, biochemical, multiplex bead flow cytometry, Bodipy-GTP. Cell division control protein 42 homolog (Homo sapiens), P60953. GST-Cdc42 beads; actives lie on both sides. percent activity (GTP binding), % at 10 µM. 190,000 compounds, 0.2% hits. AID 761, 2007;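 active = percent activity GTP binding at least 20 points away from the 100% baseline, either down as inhibitor or up as activator; inconclusive = compound flagged as likely green fluorescent from well-wide comparison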;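 also: median bead fluorescence of bound Bodipy-FL-GTP at 100 nM; 0% = excess unlabeled GTP control and 100% = no compound control; below 100% means less GTP binding so inhibitor and above means activator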
Target sequence (P60953 whole entry, looked up): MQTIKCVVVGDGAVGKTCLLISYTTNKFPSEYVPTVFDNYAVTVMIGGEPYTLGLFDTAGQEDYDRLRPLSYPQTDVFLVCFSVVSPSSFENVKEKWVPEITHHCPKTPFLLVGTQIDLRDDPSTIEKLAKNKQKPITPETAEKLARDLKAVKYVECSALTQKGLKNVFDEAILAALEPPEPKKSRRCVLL
HRas wt GTP: modulators of GTP binding to HRas wildtype, primary screen, biochemical, bead-based flow cytometry, multiplex | GTPase HRas (Homo sapiens), P01112 | GST-Ras wt beads, Bodipy-FL-GTP binding; actives lie on both sides | GTP binding activity, % at 10 µM | 190,000 compounds, 0.14% hits | AID 759, 2007;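 active = GTP binding activity at least 20% away from the 100% baseline, either lowered as inhibitor or raised as activator; inconclusive = flagged as likely green fluorescent, judged across all proteins in the well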;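 also: 0% = unlabeled GTP competition control and 100% = no-compound control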
Target sequence (P01112 whole entry, looked up): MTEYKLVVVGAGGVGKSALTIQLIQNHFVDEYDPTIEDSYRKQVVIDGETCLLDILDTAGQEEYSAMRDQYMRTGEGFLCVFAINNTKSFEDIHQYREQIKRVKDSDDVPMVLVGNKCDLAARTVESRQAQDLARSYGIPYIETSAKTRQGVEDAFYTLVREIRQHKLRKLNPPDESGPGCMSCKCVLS
Bfl-1 Bim block: inhibitors of Bim binding to Bfl-1, primary screen, biochemical, multiplexed, bead-based flow cytometry. Bcl-2-related protein A1 (Homo sapiens), Q16548. Bim-Bfl-1 binding inhibition. inhibition, % at 10 µM. 190,000 compounds, 0.12% hits. AID 1008, 2008;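 also: 0% = wells without compound plus tracer and 100% = blocker peptide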
Bcl-XL Bim block: inhibitors of Bim-Bcl-XL binding, primary screen, biochemical, multiplexed, bead flow cytometry, human Bcl-XL | inhibition, % at 10 µM | AID 1007, 2008 | 190,000 compounds, 0.04% hits | Bim peptide-Bcl-XL binding, fluorescence | Bcl-2-like protein 1 (Homo sapiens), Q07817
Target sequence (Q07817 whole entry, looked up): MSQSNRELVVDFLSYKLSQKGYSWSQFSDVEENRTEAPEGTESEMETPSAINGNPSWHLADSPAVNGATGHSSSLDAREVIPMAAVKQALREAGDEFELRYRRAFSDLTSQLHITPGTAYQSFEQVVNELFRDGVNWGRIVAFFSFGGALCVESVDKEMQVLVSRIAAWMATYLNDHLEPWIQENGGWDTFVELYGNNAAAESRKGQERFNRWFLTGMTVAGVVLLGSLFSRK
Bcl-W Bim block: inhibitors of Bim binding to Bcl-W, primary screen, biochemical, multiplexed, bead-based flow cytometry; 190,000 compounds, 0.02% hits; inhibition, % at 10 µM; Bim peptide-Bcl-W binding; Bcl-2-like protein 2 (Homo sapiens), Q92843; AID 952, 2007;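 also: 0% = bound tracer without compound and 100% = peptide blocker; higher means less fluorescent Bim peptide bound to Bcl-W beads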
Bcl-B Bim block: inhibitors of Bim-Bcl-B binding, primary screen, biochemical, multiplexed, human Bcl-2 family. Bcl-2-like protein 10 (Homo sapiens), Q9HD36. bead-based flow cytometry, Bim peptide-Bcl-B binding. inhibition, % at 10 µM. 190,000 compounds, 0.073% hits;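 also: 0% = tracer peptide without compound and 100% = reference inhibitor peptide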
Target sequence (Q9HD36 whole entry, looked up): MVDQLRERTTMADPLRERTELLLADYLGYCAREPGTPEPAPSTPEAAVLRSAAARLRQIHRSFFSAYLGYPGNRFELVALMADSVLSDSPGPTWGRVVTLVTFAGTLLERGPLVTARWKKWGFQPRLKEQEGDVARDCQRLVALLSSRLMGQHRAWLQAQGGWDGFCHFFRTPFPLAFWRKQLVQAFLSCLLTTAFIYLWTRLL
Rab2 wt GTP: modulators of GTP binding to Rab2A wildtype, primary screen, biochemical, dog, bead-based flow cytometry, multiplex; GST-Rab2 wt beads, Bodipy-GTP binding; GTP binding activity, % at 10 µM; Ras-related protein Rab-2A (Canis lupus familiaris), P61105; 190,000 compounds, 0.19% hits;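 active = GTP binding activity at least 20 points away from 100%, either lowered or raised; inconclusive = signal likely due to the compound's own green fluorescence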;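 also: 0% = beads with excess unlabeled GTP and 100% = no-compound control corrected for plate trend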
Rab7 wt GTP bind: modulators of GTP binding to Rab7, primary screen, biochemical, wildtype, multiplex bead flow cytometry | Rab7 GTPase wild type (dog), Bodipy-FL-GTP binding | GST-Rab7 beads, fluorescent GTP binding; actives lie on both sides; untreated = 100%, excess cold GTP = 0% | GTP binding activity (percent of control), % at 10 µM | 190,000 compounds, 0.055% hits | AID 758, 2007;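 active = fluorescent GTP binding to Rab7 beads changed by at least 20 points from the 100% baseline, either direction, mostly lower; inconclusive = compound itself probably fluorescent, or too few beads counted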;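 also: median green fluorescence of bound Bodipy-FL-GTP per Rab7 bead population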
Bim-Bcl-2: inhibitors of Bim-Bcl-2 binding, primary screen, biochemical, multiplexed, human Bcl-2 family. AID 950, 2007. inhibition, % at 10 µM. 190,000 compounds, 0.06% hits. Bead-based flow cytometry, Bim peptide-Bcl-2 binding. Apoptosis regulator Bcl-2 (Homo sapiens), P10415; in the data active = inhibition above about 40%; inconclusive = no clear call, values can overlap the other calls;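 also: 0% = no compound wells with probe peptide and 100% = reference peptide inhibitor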
Rac1 wt GTP bind: wildtype Rac1 GTP binding modulators, primary screen, biochemical, GST-Rac1 beads, flow cytometry, multiplex | Ras-related C3 botulinum toxin substrate 1 (Homo sapiens), P63000 | fluorescent GTP binding; actives lie on both sides; 0 = cold GTP competed, 100 = untreated | GTP binding activity (% of control), % at 10 µM | 190,000 compounds, 0.27% hits | AID 757, 2007;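 active = GTP binding activity at least 20 points away from the 100% control level, either lower or higher; inconclusive = compound flagged as likely green fluorescent, judged across all proteins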
Rac1 mut GTP: GTP binding modulators of activated mutant Rac1, primary screen, biochemical, bead-based flow cytometry, multiplex, fluorescent GTP; GST-Rac1 activated beads; actives lie on both sides; 100% means binding = to untreated wells; percent activity (GTP binding), % at 10 µM; 190,000 compounds, 0.11% hits; AID 764, 2007;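 active = GTP binding at least 20 percentage points away from the 100% baseline, in either direction, so actives lie on both sides; inconclusive = Compound likely fluorescent itself, or too few beads counted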
Numbers without * were called inactive; ? = inconclusive. Rule as the data show it, unless noted: active = inhibition above about 40%.

SMILES	Cdc42 wt GTP	HRas wt GTP	Bfl-1 Bim block	Bcl-XL Bim block	Bcl-W Bim block	Bcl-B Bim block	Rab2 wt GTP	Rab7 wt GTP bind	Bim-Bcl-2	Rac1 wt GTP bind	Rac1 mut GTP
COc1ccccc1N1CCN(C(=O)c2c(-c3ccccc3Cl)noc2C)CC1	97.0	98.0	6.0	2.0	0.0	4.0	95.0	98.0	4.0	96.0	95.0
CCN(CC)c1ccc(S(=O)(=O)N2CCOCC2)cc1NC(=O)CN1CCc2ccccc2C1	97.0	101.0	-3.0	-3.0	-1.0	-2.0	103.0	106.0	-2.0	102.0	98.0
CCOC(=O)C1(Cc2cccc(F)c2)CCN(CC2CC2)CC1	100.0	96.0	-3.0	0.0	0.0	-2.0	101.0	103.0	-2.0	98.0	95.0
Cc1ccc2[nH]c(=O)c(CNS(=O)(=O)c3ccccc3)c(-c3ccccc3)c2c1	94.0	98.0	-12.0	-5.0	-3.0	-5.0	97.0	97.0	-2.0	100.0	98.0
C=C(C)C(=O)NNc1ccccc1	95.0	94.0	-4.0	0.0	2.0	-3.0	97.0	101.0	0.0	91.0	93.0
CCCN(CCC)C(=O)CSc1nc2ccccc2c(=O)n1CC1COc2ccccc2O1 (stereo not given)	98.0	98.0	0.0	-4.0	-2.0	0.0	96.0	96.0	0.0	95.0	94.0
COc1ccccc1Nc1ccc(C(=O)O)cc1[N+](=O)[O-]	95.0	95.0	-5.0	-5.0	-3.0	-4.0	94.0	96.0	2.0	97.0	94.0
COc1ccc(OC)c(C(=O)c2ccc(C(=O)c3cc(OC)ccc3OC)cc2)c1	98.0	98.0	-14.0	-5.0	1.0	-8.0	96.0	97.0	-8.0	97.0	97.0
CCOc1ccccc1NS(=O)(=O)c1cn(C)nc1C	91.0	96.0	2.0	-3.0	-1.0	0.0	94.0	109.0	-1.0	95.0	96.0
CCOC(=O)c1cnc2cc(-c3ccc(C(C)(C)C)cc3)nn2c1N	100.0	99.0	-1.0	-4.0	-2.0	-2.0	100.0	99.0	-1.0	101.0	97.0
CCOc1ccc2[nH]c(=O)c(CN(Cc3cccs3)C(CC)c3nnnn3C(C)(C)CC)cc2c1 (stereo not given)	96.0	98.0	-7.0	-9.0	-3.0	-10.0	97.0	99.0	-9.0	102.0	98.0
Clc1ccccc1Nc1c2c(nc3ncnn13)CCC2	99.0	103.0	-12.0	-11.0	-1.0	-12.0	101.0	103.0	-3.0	103.0	97.0
CCOC(=O)N1CCN(c2nc(-c3cccc(OC)c3)cc(C(F)(F)F)n2)CC1	96.0	97.0	0.0	-3.0	-1.0	-9.0	94.0	95.0	-2.0	95.0	93.0
O=C(CC1C(=O)NCCN1Cc1ccc(F)cc1)NCCCn1cccn1 (stereo not given)	101.0	95.0	-6.0	0.0	0.0	-2.0	97.0	93.0	-1.0	98.0	96.0
O=C1CCN(C(=O)c2ccccc2)C2CCCCC12 (stereo not given)	99.0	99.0	-4.0	-6.0	-2.0	-5.0	98.0	102.0	-5.0	101.0	98.0

For reference, 11 of the compounds above.
SMILES	Cdc42 wt GTP	HRas wt GTP	Bfl-1 Bim block	Bcl-XL Bim block	Bcl-W Bim block	Bcl-B Bim block	Rab2 wt GTP	Rab7 wt GTP bind	Bim-Bcl-2	Rac1 wt GTP bind	Rac1 mut GTP
COc1ccccc1N1CCN(C(=O)c2c(-c3ccccc3Cl)noc2C)CC1	97.0	98.0	6.0	2.0	0.0	4.0	95.0	98.0	4.0	96.0	95.0
CCN(CC)c1ccc(S(=O)(=O)N2CCOCC2)cc1NC(=O)CN1CCc2ccccc2C1	97.0	101.0	-3.0	-3.0	-1.0	-2.0	103.0	106.0	-2.0	102.0	98.0
CCOC(=O)C1(Cc2cccc(F)c2)CCN(CC2CC2)CC1	100.0	96.0	-3.0	0.0	0.0	-2.0	101.0	103.0	-2.0	98.0	95.0
Cc1ccc2[nH]c(=O)c(CNS(=O)(=O)c3ccccc3)c(-c3ccccc3)c2c1	94.0	98.0	-12.0	-5.0	-3.0	-5.0	97.0	97.0	-2.0	100.0	98.0
C=C(C)C(=O)NNc1ccccc1	95.0	94.0	-4.0	0.0	2.0	-3.0	97.0	101.0	0.0	91.0	93.0
CCCN(CCC)C(=O)CSc1nc2ccccc2c(=O)n1CC1COc2ccccc2O1 (stereo not given)	98.0	98.0	0.0	-4.0	-2.0	0.0	96.0	96.0	0.0	95.0	94.0
COc1ccccc1Nc1ccc(C(=O)O)cc1[N+](=O)[O-]	95.0	95.0	-5.0	-5.0	-3.0	-4.0	94.0	96.0	2.0	97.0	94.0
COc1ccc(OC)c(C(=O)c2ccc(C(=O)c3cc(OC)ccc3OC)cc2)c1	98.0	98.0	-14.0	-5.0	1.0	-8.0	96.0	97.0	-8.0	97.0	97.0
CCOc1ccccc1NS(=O)(=O)c1cn(C)nc1C	91.0	96.0	2.0	-3.0	-1.0	0.0	94.0	109.0	-1.0	95.0	96.0
CCOC(=O)c1cnc2cc(-c3ccc(C(C)(C)C)cc3)nn2c1N	100.0	99.0	-1.0	-4.0	-2.0	-2.0	100.0	99.0	-1.0	101.0	97.0
CCOc1ccc2[nH]c(=O)c(CN(Cc3cccs3)C(CC)c3nnnn3C(C)(C)CC)cc2c1 (stereo not given)	96.0	98.0	-7.0	-9.0	-3.0	-10.0	97.0	99.0	-9.0	102.0	98.0

The list continues:
SMILES	Cdc42 wt GTP	HRas wt GTP	Bfl-1 Bim block	Bcl-XL Bim block	Bcl-W Bim block	Bcl-B Bim block	Rab2 wt GTP	Rab7 wt GTP bind	Bim-Bcl-2	Rac1 wt GTP bind	Rac1 mut GTP
CSc1nc2ccc(NC(=O)c3c(F)cccc3F)cc2s1	?	?	-8.0	-3.0	0.0	-7.0	?	?	-6.0	?	?
Cc1ccc(N=C(NOC(=O)c2ccccc2)c2nonc2N)c(C)c1	103.0	103.0	-23.0	-12.0	-9.0	-10.0	105.0	104.0	-11.0	106.0	101.0
COc1ccc(Cn2c(=O)[nH]c3cc(C(=O)NCCCOC(C)C)ccc3c2=O)cc1	93.0	97.0	-5.0	-2.0	-1.0	-1.0	98.0	101.0	-2.0	98.0	95.0
O=C(c1noc2c1CCc1ccccc1-2)N1CCc2ccccc2C1	104.0	105.0	-2.0	-11.0	-1.0	-6.0	105.0	104.0	-5.0	107.0	99.0
CC(NC(=O)c1ccc(Br)o1)c1ccccc1 (stereo not given)	98.0	95.0	-6.0	-2.0	-2.0	-3.0	96.0	97.0	-5.0	98.0	96.0
O=C(NN1CCCCC1)c1ccccc1	106.0	101.0	0.0	-5.0	-4.0	0.0	100.0	101.0	-1.0	108.0	100.0
Cc1nnc2ccc(-c3cccc(NS(C)(=O)=O)c3)nn12	?	?	0.0	1.0	0.0	1.0	?	?	-6.0	?	?
CCN(CC)S(=O)(=O)c1ccc2oc(C(=O)NCC3COc4ccccc4O3)c(C)c2c1 (stereo not given)	91.0	95.0	-3.0	-5.0	0.0	-2.0	92.0	91.0	0.0	94.0	90.0
c1ccc2c(c1)nc(N1CCOCC1)c1nncn12	99.0	99.0	1.0	3.0	5.0	5.0	102.0	100.0	-1.0	100.0	99.0

Rows are unselected. Share with any hit: about 0.62%.
